ABCB6 inh MLPCN: human ABCB6 transporter inhibition; Q9NP58; K562-ABCB6 porphyrin accumulation, flow cytometry, 1 h; hits give low values; fluorescence ratio to DMSO, % at 10 µM; 360,000 compounds, 0.19% hits; AID 602162;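 active means fluorescence ratio to DMSO below 75%, the collection mean minus 3 SD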;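 further: signal is porphyrin accumulated inside mitochondria; 100% equals median channel fluorescence of DMSO control wells; lower ratio means ABCB6 inhibition with less porphyrin fluorescence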
MC4R antag cAMP: antagonists of human melanocortin 4 receptor (MC4R) | MC4R-expressing cells, MTII-stimulated cAMP, LANCE TR-FRET | inhibition, % at 6.5 µM | 360,000 compounds, 0.48% hits | AID 540295;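 active means inhibition above its plate's cutoff, the mean of tested wells on that plate plus 3 SD, cut at about 29% in these data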;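 further: 0% = Melanotan II alone and 100% = Melanotan II plus saturating MCL0020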
Target sequence (P32245 whole entry, looked up): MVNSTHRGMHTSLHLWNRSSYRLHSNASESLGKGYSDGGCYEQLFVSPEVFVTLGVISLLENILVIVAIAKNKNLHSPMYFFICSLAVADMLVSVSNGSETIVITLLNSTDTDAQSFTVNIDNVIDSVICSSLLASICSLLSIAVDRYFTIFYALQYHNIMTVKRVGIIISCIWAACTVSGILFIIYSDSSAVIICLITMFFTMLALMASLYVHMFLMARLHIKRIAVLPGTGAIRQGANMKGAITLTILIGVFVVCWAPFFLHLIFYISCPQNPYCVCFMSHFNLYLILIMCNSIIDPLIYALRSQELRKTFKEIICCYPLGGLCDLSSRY
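Assay system: human MC4R-expressing U2OS cells; reagent: Melanotan II stimulation of cells; dosing: 6.5 µM single dose; timing: compound 30 min, challenge 1 h, detection 1 h; signal: TR-FRET cAMP assay; replicates: one well per compound, no replicates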
aDG glyco up: increases alpha dystroglycan glycosylation. 360,000 compounds, 0.22% hits. Pro5-aDG cells, alpha-DG glycosylation AlphaScreen (IIH6); 0% Pro5, 100% B10-LARGE cell signal. activation, % at 10 µM;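 active means activation of at least 8% versus controls, or a plate z-score of at least 8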;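 further: Pro5 are CHO cells carrying HIG-tagged alpha-DG that lacks glycosylation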
MC4R barr agon: agonists of human melanocortin 4 receptor (MC4R) beta-arrestin. P32245. U2OS MC4R beta-arrestin complementation, luminescence; percent of melanotan II response, DMSO zero. activation, % at 8.9 µM. 360,000 compounds, 0.98% hits. AID 540308;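 active means activation above a per-plate cutoff, the mean activation of sample wells on that plate plus 3 SD, cut at about 8% in these data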
N-glyco inh: N-linked glycosylation inhibition | D54 ERlucT glycosylation luciferase reporter, 24 h; percent of 100 nM tunicamycin response | reporter increase, % at 12.5 µM | 360,000 compounds, 0.23% hits;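 active means mean luciferase reporter signal, scaled so untreated is 0 and the glycosylation-blocking control 100, at or above a set limit in every replicate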;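 further: luciferase carries N-glycosylation sites so blocking glycosylation raises the light; 0% = median of neutral control wells and 100% = median of 100 nM tunicamycin wells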
HTR2A ag: activates the mouse 5-HT2A serotonin receptor; P35363; CHO-K1 mHTR2A beta-arrestin complementation, luminescence; percent of 30 µM serotonin response; activation, % at 7.6 µM; 360,000 compounds, 0.66% hits; AID 624169;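 active means activation above a run cutoff, the mean activation of all tested compounds plus 3 SD, cut at about 14% in these data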;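 further: 0% = plate median of compound wells and 100% = 30 µM serotonin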
Target sequence (P35363 whole entry, looked up): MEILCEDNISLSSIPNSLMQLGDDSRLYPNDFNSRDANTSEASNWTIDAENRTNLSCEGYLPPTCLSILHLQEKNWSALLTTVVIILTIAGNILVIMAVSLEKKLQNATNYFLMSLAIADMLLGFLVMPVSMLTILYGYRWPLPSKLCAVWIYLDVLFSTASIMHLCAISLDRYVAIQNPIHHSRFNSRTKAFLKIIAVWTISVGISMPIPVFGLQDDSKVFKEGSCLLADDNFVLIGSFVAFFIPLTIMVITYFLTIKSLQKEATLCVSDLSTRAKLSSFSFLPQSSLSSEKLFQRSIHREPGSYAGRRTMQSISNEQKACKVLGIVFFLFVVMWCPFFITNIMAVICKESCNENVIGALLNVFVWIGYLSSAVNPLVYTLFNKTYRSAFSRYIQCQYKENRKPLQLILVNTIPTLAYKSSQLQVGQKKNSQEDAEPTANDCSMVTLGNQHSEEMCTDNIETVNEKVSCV
Cardio protect: myocardial damage modulation in H9c2 cells; H9c2 cardiomyocytes, H2O2 injury protection, ATPLite, 2 h; protection from H2O2 cell death, % at 20 µM; 360,000 compounds, 0.63% hits;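 active means compounds giving at least 50% protection of heart cells from peroxide-induced death in the single-dose screen, raw or plate-pattern-corrected value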;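 further: 0% = DMSO wells with peroxide and 100% = DMSO wells without peroxide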
Vif imaging: HIV Vif inhibition. inhibition, % at 7.49 µM. HEK293T cells, Vif self-association by quenched fluorescence, imaging, 24 h. 340,000 compounds, 0.35% hits; in the data active means inhibition above about 50%, passing the limit was not always enough; further: some results filed as inactive read as strong as hits
PDI turbidity: blocks human protein disulfide isomerase activity. PDI insulin aggregation turbidity, A650, 90 min. inhibition, % at 10 µM. 350,000 compounds, 0.052% hits. P07237;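 active means mean inhibition across replicates of 30% or more, whatever share of single replicates reach that level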;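 further: absorbance from insulin aggregation driven by PDI reduction with DTT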
CaV13 FRET inh: Disruptors of the CACNA1D IQ motif to Ca2+-dependent inactivation inhibitor domain association, primary screening, Förster resonance energy transfer in intact living …. HEK cells, CFP/YFP FRET ICDI-IQ, plate reader, 10 min; percent FRET-ratio fall versus neutral wells. inhibition, % at 12.3 µM. 340,000 compounds, 0.098% hits. AID 743397;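 active means mean replicate inhibition of at least 30% and at least 1% of replicates passing that level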;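 further: 0% = median of the neutral control wells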
* marks the source's active call; other numbers are inactive results; . = not tested or not shown.

SMILES	ABCB6 inh MLPCN	MC4R antag cAMP	aDG glyco up	MC4R barr agon	N-glyco inh	HTR2A ag	Cardio protect	Vif imaging	PDI turbidity	CaV13 FRET inh
CCc1ccc(-c2nc(CS(=O)CC(=O)NC3CCCCCC3)c(C)o2)cc1 (stereo not drawn)	108	12	0.1	-0.8	2	-4	-2	-2	-5	-7
COc1ccc(N2C(=O)CC(N(Cc3ccco3)C(=O)CCC(=O)O)C2=O)cc1 (stereo not drawn)	101	-2	-0.3	-0.1	0	5	3	-14	3	-2
COc1ccccc1N1CCN(S(=O)(=O)CCNC(=O)c2ccco2)CC1	94	-2	-0.1	-1.5	0	3	4	12	-1	-5
CCOC(=O)C(=O)NNc1ccc(C)cc1	102	27	0.0	1.8	3	1	12	0	8	-6
CCOC(=O)N1CCN(Cc2ccccc2Cl)CC1	99	11	0.1	-0.8	-2	7	0	9	-1	-8
CS(=O)(=O)N1CCCC(C(=O)c2cccc(Cl)c2)C1 (stereo not drawn)	82	4	0.1	-2.6	0	-2	-3	19	7	-2
O=C(NCc1ccco1)NCC(F)(F)F	86	-7	0.0	0.0	0	-2	2	4	9	0
CC(NC(=O)c1cc(=O)[nH]c2ccccc12)c1ccc(F)cc1F (stereo not drawn)	100	-1	-0.1	0.7	-1	5	8	-13	9	-8
Cc1cc(=O)[nH]c(N/N=C/C2=C(N3CCOCC3)C(=C\c3ccc(Cl)cc3)/CC2)n1	99	-1	0.0	1.0	-2	4	28	16	0	-18
O=C(Nc1cc(N2CCOCC2)ncn1)NC1(C(F)(F)F)Oc2ccccc2O1	98	10	0.1	6.9	-3	5	36	0	-6	-5
Cc1cccc(N2CCN(C(=O)c3ccc(S(=O)(=O)N(C)c4ccccc4)cc3)CC2)c1C	105	-4	0.2	-0.7	17	-4	-5	-6	1	-2
O=C(c1ccccc1)N1CCN(c2cc(-c3ccccc3)nc3cc(-c4cccc(Cl)c4)nn23)CC1	96	2	0.3	3.0	-15	0	-2	-1	-8	-5
C[C@H](CO)N1C[C@H](C)[C@@H](CN(C)C(=O)c2cnccn2)Oc2ncc(Br)cc2C1=O	95	4	0.0	-0.2	2	-1	-7	1	11	-5
O/N=C1\CCCc2ccccc21	92	0	1.3	-0.9	3	2	9	-2	10	-2
CN(Cc1ccccc1)c1nc2nonc2nc1N1CCCC(CN2CCCC2=O)C1 (stereo not drawn)	103	13	-0.1	-1.4	6	2	1	0	4	-7
Cc1ccc2nc(-c3ccc(NC(=O)COC(=O)c4ccco4)cc3)sc2c1	94	-13	-0.1	-0.6	-21	4	-17	-4	-5	-6
O=C(c1ccccc1Br)N1CCN(c2ccc([N+](=O)[O-])c(N3CCOCC3)c2)CC1	99	18	1.0	-1.7	-1	3	15	28	9	0
Cc1ccc(C(=O)NCCCNc2ccc(C(F)(F)F)cc2[N+](=O)[O-])cc1	105	10	0.0	2.2	3	-4	-5	-1	0	-18
CCOC(=O)CNC(=O)CCCCCC(=O)NCC(=O)OCC	101	9	0.2	-0.2	2	1	11	3	2	-6
Cc1ccc(NC(=O)CSc2ccc(S(=O)(=O)N3CCCC3)cn2)cc1F	99	5	0.2	1.8	0	-4	-11	-4	-1	-3
CC(=O)c1cc(C)ccc1OC(=O)c1ccco1	92	-5	-0.2	-1.1	1	-2	0	-1	0	-9
C=CCn1c(Sc2nncn2C)nc2c1c(=O)[nH]c(=O)n2C	103	-1	0.6	-2.9	0	9	8	2	4	-5
COc1ccc(NC(=O)CN(c2ccc(OC)c(Cl)c2)S(=O)(=O)c2ccccc2)cc1	99	10	0.2	-1.6	-3	-9	-4	-5	2	-1
CCn1c(COc2ccc(C)cc2)nnc1SCC(=O)C(C)(C)C	90	9	0.5	-1.4	-2	-2	-6	-12	1	1
CC(C)OCCCN1CN(S(=O)(=O)c2cccc(Cl)c2)c2nc3ccccc3nc21	95	-4	-0.1	-1.3	0	3	7	-5	9	-6
CC1CCN(c2nc3c(c(=O)n(C)c(=O)n3C)n2Cc2ccccc2)CC1	100	5	0.3	-0.9	-5	-3	8	-5	-6	-8
CCCCCCCC(=O)N/N=C/c1ccncc1	96	9	0.1	0.5	-2	-2	-8	-2	-1	-2
Cc1ccc(C(=O)N2CCCN(c3nc4cc5c(cc4cc3C#N)OCO5)CC2)cc1	103	-3	-0.1	-1.1	9	2	-2	13	8	3
COc1ccc(OC)c(N2C(=O)C(Cl)=C(N3CCOCC3)C2=O)c1	95	-6	0.1	-2.2	1	1	-1	-2	8	-7
CCOCC(=O)N1CCN(Cc2ccc3c(c2)OCO3)CC1	105	19	-0.1	1.1	0	6	7	-2	4	-3
Cc1cc(F)ccc1NC(=O)c1cc(S(=O)(=O)N2CCOCC2)cn1C	101	1	0.1	-0.1	4	3	4	5	.	-9
CC(C)(C)C(=O)Nc1ccc(-c2nnc3n2CCCCC3)cc1	98	-1	1.2	-1.6	2	-6	6	2	3	-9
Cc1cccc(C(C#N)c2nc3ccccc3nc2C(F)(F)F)c1 (stereo not drawn)	98	6	-0.3	-0.6	-4	0	-22	-5	-13	-3
CNC[C@H]1Oc2c(NS(=O)(=O)c3ccccc3)cccc2C(=O)N([C@H](C)CO)C[C@@H]1C	95	1	0.3	-0.4	0	0	11	6	11	-7
O=C1OCCC1Sc1nnc(-c2cccs2)n1Cc1ccccc1 (stereo not drawn)	101	5	-0.2	-3.1	-1	-1	-11	5	8	-7
CCC(=O)Nc1nnc(CCc2ccccc2)s1	96	2	-0.1	-1.5	2	-1	-6	0	0	.
Cc1ccc(C(=O)NCC(c2ccc(F)cc2)N2CCOCC2)s1 (stereo not drawn)	97	6	0.1	-0.3	-1	4	0	-18	8	-3
COc1cccc(CNc2ccc3[nH]c(=O)[nH]c3c2)c1OCc1ccccc1F	100	24	-0.1	-0.1	-1	-7	-1	-2	-1	-20
O=C(c1ccc(Cl)cc1)N1CCC(N2CCC(C(=O)N3CCOCC3)CC2)CC1	96	4	0.3	-2.1	1	7	-2	-3	-6	-11
COC(=O)c1cc(S(=O)(=O)N2CCCC2=O)c(Cl)cc1Cl	97	2	-0.1	-1.0	2	4	11	-23	-7	-2

Random excerpt: 5 entries already listed, in no set order.
SMILES	ABCB6 inh MLPCN	MC4R antag cAMP	aDG glyco up	MC4R barr agon	N-glyco inh	HTR2A ag	Cardio protect	Vif imaging	PDI turbidity	CaV13 FRET inh
Cc1ccc(C(=O)NCC(c2ccc(F)cc2)N2CCOCC2)s1 (stereo not drawn)	97	6	0.1	-0.3	-1	4	0	-18	8	-3
CCC(=O)Nc1nnc(CCc2ccccc2)s1	96	2	-0.1	-1.5	2	-1	-6	0	0	.
COc1cccc(CNc2ccc3[nH]c(=O)[nH]c3c2)c1OCc1ccccc1F	100	24	-0.1	-0.1	-1	-7	-1	-2	-1	-20
CNC[C@H]1Oc2c(NS(=O)(=O)c3ccccc3)cccc2C(=O)N([C@H](C)CO)C[C@@H]1C	95	1	0.3	-0.4	0	0	11	6	11	-7
COC(=O)c1cc(S(=O)(=O)N2CCCC2=O)c(Cl)cc1Cl	97	2	-0.1	-1.0	2	4	11	-23	-7	-2

The list continues.
SMILES	ABCB6 inh MLPCN	MC4R antag cAMP	aDG glyco up	MC4R barr agon	N-glyco inh	HTR2A ag	Cardio protect	Vif imaging	PDI turbidity	CaV13 FRET inh
Cn1c(=NC(=O)C2CCCCC2)sc2cc([N+](=O)[O-])ccc21	93	11	-0.2	0.2	1	-4	8	-4	-3	1
N=c1c(C(=O)NCc2ccccc2)cc2c(=O)n3ccccc3nc2n1Cc1ccco1	100	-54	-0.1	-2.2	-1	-6	7	-6	-7	-4
CCC(O)(CC)C(=O)N(Nc1ccc(C)cc1)c1ccc(C)cc1	100	19	0.2	0.0	-2	3	0	-10	15	-19
Fc1cc(Br)ccc1COc1ccc(-c2nnco2)cc1	97	0	0.4	-0.1	-2	-3	-4	-1	20	-6
O=C(CN1C(=O)c2cccc3cccc1c23)NC1CCCC1	102	4	0.0	-0.2	-3	7	4	9	-1	-3
CC(C)(C)C(=O)Nc1ccc(N2CCN(C(=O)c3cccs3)CC2)cc1	128	3	-0.4	-2.2	-1	-1	1	-7	3	-5
O=C(Nc1nnc(C2=COCCO2)o1)c1cccc(C(F)(F)F)c1	103	1	0.2	-1.5	4	4	16	-7	-8	.
CCOc1ccc(-n2c(N)c(C(=O)NCc3ccco3)sc2=S)cc1	99	-1	0.2	-1.0	1	-6	-5	6	0	-3
CCOc1ccc(CCNC(=O)CS(=O)Cc2nc(-c3ccc(C)cc3)oc2C)cc1 (stereo not drawn)	94	23	1.2	2.5	2	-5	3	0	-1	-15
O=C(CN1C(=O)c2ccc([N+](=O)[O-])cc2C1=O)NC1CCS(=O)(=O)C1 (stereo not drawn)	98	9	-0.1	0.8	1	2	0	5	-6	-6
CCOc1ccc2[nH]c(=O)c(CN(Cc3cccnc3)C(=O)Nc3ccccc3OC)cc2c1	94	10	-0.3	0.9	-1	3	19	-7	1	.
CCN1CCN(S(=O)(=O)c2ccc(Cl)c(C(=O)Nc3ccccc3N3CCCCC3)c2)CC1	95	5	0.2	-4.7	-7	-4	-2	-15	2	-2
O=C1CCSc2cccc3cccc(c23)N1	93	-1	0.2	-0.2	2	3	4	-6	-4	-8

No new results follow: 4 of the compounds above.
SMILES	ABCB6 inh MLPCN	MC4R antag cAMP	aDG glyco up	MC4R barr agon	N-glyco inh	HTR2A ag	Cardio protect	Vif imaging	PDI turbidity	CaV13 FRET inh
O=C(Nc1nnc(C2=COCCO2)o1)c1cccc(C(F)(F)F)c1	103	1	0.2	-1.5	4	4	16	-7	-8	.
CCOc1ccc(-n2c(N)c(C(=O)NCc3ccco3)sc2=S)cc1	99	-1	0.2	-1.0	1	-6	-5	6	0	-3
CCOc1ccc(CCNC(=O)CS(=O)Cc2nc(-c3ccc(C)cc3)oc2C)cc1 (stereo not drawn)	94	23	1.2	2.5	2	-5	3	0	-1	-15
O=C(CN1C(=O)c2ccc([N+](=O)[O-])cc2C1=O)NC1CCS(=O)(=O)C1 (stereo not drawn)	98	9	-0.1	0.8	1	2	0	5	-6	-6

Entries above with a tert-butyl group, in the order listed:
SMILES	ABCB6 inh MLPCN	MC4R antag cAMP	aDG glyco up	MC4R barr agon	N-glyco inh	HTR2A ag	Cardio protect	Vif imaging	PDI turbidity	CaV13 FRET inh
CCn1c(COc2ccc(C)cc2)nnc1SCC(=O)C(C)(C)C	90	9	0.5	-1.4	-2	-2	-6	-12	1	1
CC(C)(C)C(=O)Nc1ccc(-c2nnc3n2CCCCC3)cc1	98	-1	1.2	-1.6	2	-6	6	2	3	-9
CC(C)(C)C(=O)Nc1ccc(N2CCN(C(=O)c3cccs3)CC2)cc1	128	3	-0.4	-2.2	-1	-1	1	-7	3	-5
